Compound activity: PubChem BioAssay, MTDP
RNase H inhibition = RNase H inhibition, HIV 1 Gag Pol polyprotein, FRET biochemical assay, screening (AID 372); actives 0.77% (n = 100,000); HIV-1 RT RNase H, FRET RNA/DNA substrate fluorescence; higher % means a stronger effect; inhibition, % at 10 µM, or IC50 in µM where a hit was titrated; in the data active = inhibition above about 50%
* marks the source's active call; other numbers are inactive results. This is a subset; rates above refer to the full screens.

smiles,RNase H inhibition
C/C(=N/NC(=O)c1cc([N+](=O)[O-])cc([N+](=O)[O-])c1)c1ccc2ccccc2c1,5%
Cc1ccc(S(=O)(=O)n2cnc3cc([N+](=O)[O-])ccc32)cc1C,0%
COC(=O)COc1ccc(/C=C2/C(=O)N(c3ccccc3)N=C2C)cc1,0%
CC(C)c1ccc(NC(=O)CN(c2ccc(Cl)c(C(F)(F)F)c2)S(C)(=O)=O)cc1,8%
CC(C)(C)C1=C2OCCOC2=C(C(C)(C)C)C(=O)C1=O,7%
Cc1cc2c(cc1C)CN(c1ccc(/C=N/NC(=O)c3ccccc3Cl)cc1)C2,20%
OC(Cc1ccccc1)(c1ccc(F)cc1)C(CN1CCOCC1)c1ccccc1 (stereo not drawn),16%
CC1C(c2ccc(Cl)cc2)NC(c2ccc(Cl)cc2)C(C)C1(O)c1ccc(F)cc1 (stereo not drawn),9%
COc1ccc(C2C(C(C)=O)=C(C)N=c3s/c(=C\c4c(C)[nH]c5ccccc45)c(=O)n32)c(OC)c1 (stereo not drawn),13%
CCCC(C(=O)O)N1C(=O)/C(=C\c2ccc(-c3ccc([N+](=O)[O-])cc3)o2)SC1=S (stereo not drawn),0%
Cc1ccc(-c2nc(-c3ccccc3Cl)no2)cc1,13%
O=C(N/N=C/c1c(Cl)cccc1Cl)C1CC1c1ccccc1 (stereo not drawn),21%
CCOc1ccc(/C=C2/SC(NC(C)=O)=NC2=O)cc1OCC,8%
COc1ccc(/C=C(/C#N)C(=O)Nc2cccc(Br)c2)c(OC)c1,2%
CC(C)N(Cc1ccccc1)C(=O)c1ccc([N+](=O)[O-])cc1Cl,1%
CN(c1ccc(C(=O)O)cc1)S(=O)(=O)c1ccccc1,2%
CCc1ccc(OCCSc2nc3ccccc3[nH]2)cc1,12%
COc1ccc2c(c1)-c1c(ssc1=Nc1ccc(S(=O)(=O)Nc3nccs3)cc1)C(C)(C)N2,22%
CC(C)COc1ccc(C(=O)NCCc2c[nH]c3ccccc23)cc1,7%
O=c1nc(-c2cccc([N+](=O)[O-])c2)c2cc(Br)ccc2[nH]1,25%
COc1ccc(OC)c(CN2CCN(c3ccccc3OC)CC2)c1,5%
COC(=O)C1C(=O)CC(C)(O)C(C(=O)OC)C1c1ccc(OC)c(OC)c1 (stereo not drawn),2%
O=C(/C=C/c1ccc(Cl)cc1)Nc1ccc(Cl)cn1,30%
O=C1/C(=C/c2cccc3ccccc23)SC(=S)N1Cc1ccco1,13%
CCOc1ccc(N2C(=O)CC(N(CCc3ccccc3)C(=O)CC)C2=O)cc1 (stereo not drawn),11%

Sorted by molar mass (lowest first): part of the list above
smiles,RNase H inhibition
Cc1ccc(S(=O)(=O)n2cnc3cc([N+](=O)[O-])ccc32)cc1C,0%
COC(=O)COc1ccc(/C=C2/C(=O)N(c3ccccc3)N=C2C)cc1,0%
COc1ccc(/C=C(/C#N)C(=O)Nc2cccc(Br)c2)c(OC)c1,2%
CC(C)c1ccc(NC(=O)CN(c2ccc(Cl)c(C(F)(F)F)c2)S(C)(=O)=O)cc1,8%
COc1ccc(C2C(C(C)=O)=C(C)N=c3s/c(=C\c4c(C)[nH]c5ccccc45)c(=O)n32)c(OC)c1 (stereo not drawn),13%

Going on with the list:
smiles,RNase H inhibition
COc1cccc(C(=O)N2c3ccc(C)cc3-c3c(ssc3=S)C2(C)C)c1,13%
O=[N+]([O-])c1cc(S(=O)(=O)C(F)(F)C(F)(F)C(F)(F)F)ccc1Nc1ccccc1N=Cc1c(O)ccc2ccccc12,12%
Oc1c(I)cc(I)cc1/C=N/Nc1nc(N2CCCCC2)nc(N2CCCCC2)n1,19%
Cc1ccc(-c2nc3cc(Cl)ccc3o2)cc1NC(=O)COc1cccc(C)c1C,3%
Fc1ccccc1CSc1nc2ncccc2[nH]1,14%
Cn1c(=O)c2[nH]c(-c3cccc4ccccc34)c(O)c2n(C)c1=O,9%
O=[N+]([O-])c1ccc(Oc2ccc(S(=O)(=O)N3CCCC3)cc2)cc1,0%
O=C(CCNc1cccc(F)c1)c1cccc([N+](=O)[O-])c1,3%
Cc1c(C(=O)O/N=C(\N)c2ccc(Cl)cc2)cccc1[N+](=O)[O-],6%
Cc1cc(Cl)ccc1OCCCC(=O)NC1CCCCC1,6%
O=[N+]([O-])c1ccc(N2CCCCC2)cc1N1CCOCC1,5%
CCN(CC)CC(=O)N1CC(=O)Nc2ccccc21,7%
Cc1cc(Cl)ccc1OCCOCCN(C)CCO,1%
Cc1ccc(N=C(NO)c2ccc(Cl)cc2Cl)cc1,13%
CCN(Cc1ccccc1)C(=O)Cc1cccs1,9%
Cc1ccccc1C(=O)NCC1CCCO1 (stereo not drawn),1%
COC(=O)C1=C(C)NC(=O)NC1c1ccc(OCC(N)=O)cc1 (stereo not drawn),0%
COc1ccc(C2C(C#N)=C(N)Oc3c2ccc2ccccc32)cc1 (stereo not drawn),25%
COc1ccc(-c2nnc(SCC(=O)c3cccc([N+](=O)[O-])c3)n2-c2ccc(C)cc2)cc1OC,19%
Cc1ccc(-c2nc(=S)c3c(n2Cc2ccco2)CCCC3)cc1,14%
O=C(/C=C\N1CCCCC1)c1ccc(Cl)cc1,6%
CN1CCN(Cc2c(O)ccc3cc(-c4ccccn4)c(=O)oc23)CC1,0%
CCOc1cc(OCC)cc(C(=O)Nc2ccccn2)c1,15%
COc1ccccc1/C=N/N=C1/NC(=O)C(Cc2ccc(C)cc2)S1 (stereo not drawn),8%
CCC(=O)CC(c1ccccc1)C1C(=O)NC(=O)NC1=O (stereo not drawn),2%

Next results follow:
smiles,RNase H inhibition
CC(=O)N1CCCC1C(=O)Nc1ccc(C)cc1 (stereo not drawn),1%
CCCCC1CCC(c2nc(-c3ccccn3)no2)CC1 (stereo not drawn),8%
CCOP(=O)(CC(=O)NNC(=O)Nc1ccccc1)OCC,3%
N/C(=N\OC(=O)CCc1ccccc1)c1ccc([N+](=O)[O-])cc1,15%
COC(=O)c1ccccc1NC(=O)CN(c1ccc(C)cc1C)S(=O)(=O)c1ccccc1,24%
CC(C)(C)CC(C)(C)c1ccc(OCC(=O)NNC(=O)COc2ccccc2)cc1,0%
CC(C)(C)C1(C)OC(O)(C(Cl)(Cl)Cl)CC1=O (stereo not drawn),12%
CCOC(=O)c1c(N)sc(C(=O)N2CCCC(C(N)=O)C2)c1C (stereo not drawn),5%
C=CCc1ccc(OCCCOc2cccc3cccnc23)c(OC)c1,20%
Nc1ccccc1C(=O)N/N=C/c1cccs1,3%
CCCC(C)NS(=O)(=O)c1ccccc1 (stereo not drawn),0%
S=C(NCc1cccnc1)Nc1ccc(Cl)cc1Cl,1%
CC(C)Oc1ccccc1NS(=O)(=O)c1ccccc1[N+](=O)[O-],29%
Cc1ccc(NC(=O)CC2SC(N)=NC2=O)cc1 (stereo not drawn),7%
O=C1NC(=S)S/C1=C\c1cc(Br)ccc1OS(=O)(=O)c1ccc([N+](=O)[O-])cc1,7%
COc1cc(C=O)ccc1OCCCCOc1cccc(C(C)C)c1,12%
CCOc1ccc(C(=O)Nc2ccc(C)cc2C)cc1,11%
CCOC(=O)C1=C(C)N=c2s/c(=C\c3ccc(N(C)C)c(Br)c3)c(=O)n2C1c1ccc(OC)c(OC)c1 (stereo not drawn),0%
Cc1oc(/N=C/c2ccc(Cl)cc2)c(C#N)c1C,13%
COc1ccc(C2C(C(=O)OC(C)C)=C(C)NC3=C2C(=O)CCC3)cc1OC (stereo not drawn),14%
Oc1ccccc1N=Cc1ccc(-c2ccc(Cl)cc2)o1,5%
CCn1c(/C=C/c2c[nH]c3ccccc23)nc2ccccc2c1=O,21%
O=C(Nc1nnc(-c2ccc(Br)cc2)s1)Nc1ccc(Cl)cc1Cl,20%
Cc1nc2cc(-c3ccccc3Cl)[nH]n2c(=O)c1Cl,0%
CCCOc1ccccc1C1C(C(=O)OC)=C(C)NC2=C1C(=O)CC(c1ccc3c(c1)OCO3)C2 (stereo not drawn),8%

The list goes on.
smiles,RNase H inhibition
O=C(N/N=C/c1cccc(Oc2ccccc2)c1)c1cccc(Br)c1,43%
CCOC(=O)C1=C(C)N=c2s/c(=C/c3cc(C)n(-c4ccc(C)cc4)c3C)c(=O)n2C1c1ccc2c(c1)OCO2 (stereo not drawn),13%
COc1cccc(OCCOCCOc2ccc3ccccc3c2)c1,20%
COc1ccccc1/C=N/NC(=O)C(c1ccccc1)c1ccccc1,25%
CCN(CC)c1ccc(Nc2nc(-c3ccc(Br)cc3)cs2)cc1,15%
Cc1c(C)c(C)c(C=C2C(=O)c3ccccc3C2=O)c(C)c1C,33%
O=Cc1ccc(OCCOC(=O)Nc2ccccc2)cc1,13%
Cc1cc(I)cc2c1NC(c1ccc([N+](=O)[O-])cc1)C1CC=CC21 (stereo not drawn),17%
COc1ccc(C(=O)c2ccc(OC)cc2OC)c(OC)c1,7%
O=C(CSc1nnc(-c2ccncc2)n1-c1ccccc1)c1ccc(F)cc1,0%
CCC(Oc1ccccc1)C(=O)Nc1nc(-c2ccc(Cl)cc2)cs1 (stereo not drawn),11%
O=C(O)c1ccc2c(c1)C(=O)N(c1cccc(Oc3ccc4c(c3)C(=O)N(c3ccccc3)C4=O)c1)C2=O,15%
Oc1cnc(Nc2nc3ccccc3s2)[nH]1,5%
c1ccc(-c2csc(Nc3ncccn3)n2)nc1,10%
Cc1ccc2ccc(C(Nc3ccccn3)c3ccc(F)cc3)c(O)c2n1 (stereo not drawn),21%
Cc1sc(NC(=O)Cc2ccccc2)c(C(N)=O)c1C,8µM*
Cc1ccc(NC(=O)c2ccccc2F)nc1,14%
COC(=O)c1c(C)oc2ccc(OCc3cc(C)ccc3C)cc12,0%
O=S(=O)(Nc1ccc(I)cc1)c1ccc2c(c1)OCCO2,5%
S=C(NCCC(c1ccccc1)c1ccccc1)Nc1ccc(Cl)cc1Cl,12%
COc1ccc(C2C(C(=O)c3ccccc3)C(=O)CC(C)(O)C2C(=O)c2ccccc2)cc1 (stereo not drawn),4%
Cc1ccccc1CN1CCN(C(=O)c2ccccc2)CC1,9%
CCc1cc(=O)oc2cc(OCC(C)=O)ccc12,1%
Clc1ccc(COc2cccc(/C=N/Nc3nc(Nc4ccccc4)nc(N4CCCCC4)n3)c2)c(Cl)c1,18%
CN(C(=O)c1cc([N+](=O)[O-])cc([N+](=O)[O-])c1)C1CCCCC1,19%

Given field by field: part of the list above.
Cc1ccc(NC(=O)c2ccccc2F)nc1
  RNase H inhibition: 14%

COC(=O)c1c(C)oc2ccc(OCc3cc(C)ccc3C)cc12
  RNase H inhibition: 0%

O=S(=O)(Nc1ccc(I)cc1)c1ccc2c(c1)OCCO2
  RNase H inhibition: 5%

S=C(NCCC(c1ccccc1)c1ccccc1)Nc1ccc(Cl)cc1Cl
  RNase H inhibition: 12%

Other results.
smiles,RNase H inhibition
COc1ccccc1NC(=O)CCCC(=O)OCC(=O)c1ccc(C)c([N+](=O)[O-])c1,5%
CCOC(=O)CNC(=O)c1ccc([N+](=O)[O-])cc1Cl,1%
COc1ccc(-n2c(SCC(N)=O)nc3c(c2=O)C2(CCCCC2)Cc2ccccc2-3)cc1,10%
COC(=O)c1c(C)nc2n(CCN3CCCCC3)c3ccccc3n12,0%
O=C1c2cccc(Cl)c2C(=O)N1c1cccc(N2C(=O)c3cccc(Cl)c3C2=O)n1,4%
CCOc1cccc(N2C(=O)/C(=C/c3ccc(I)o3)C(=O)NC2=S)c1,39%
COc1cccc(NC(=O)/C=C(\C(=O)O)c2ccc(Cl)cc2)c1,6%
CCOc1ccccc1NC(=O)COc1ccc(C(C)(C)C)cc1,22%
CCOC(=O)c1c(NC(=O)CSc2ccccc2)sc(CC)c1-c1ccccc1,22%
N#C/C(=C\c1ccc(-c2ccc(Cl)cc2)o1)C(=O)Nc1ccccc1O,28%
NC1=NC(=O)/C(=C/c2cn(CCOc3ccc(Br)cc3)c3ccccc23)S1,12%
CCOC(=O)c1cccc(NC(=O)c2ccc(OC)c(OC)c2)c1,2%
Cc1ccc(NC2=CC(c3ccc([N+](=O)[O-])cc3)N(c3ccc(C)cc3)C2=O)cc1 (stereo not drawn),13%
Cc1[nH]c2ccccc2c1/C=C/c1nc2ccccc2c(=O)n1-c1cccc([N+](=O)[O-])c1,10%
COc1ccccc1OCCCOc1ccc(Br)cc1Cl,29%
CCN(CC)CCC/C(=N\O)C(O)(c1ccccc1)c1ccccc1,7%
CC(Oc1ccc(OCc2ccccc2)cc1)C(=O)N/N=C/c1ccc(N(C)C)cc1 (stereo not drawn),10%
Cc1nc(-c2ccccc2)sc1C(=O)Nc1ccc(Br)cc1,15%
FC(F)(F)COc1nc(N2CCOCC2)nc(N2CCN(Cc3ccccc3)CC2)n1,0%
COc1ccc(N2C(=O)c3ccc(C(=O)Nc4ccccc4[N+](=O)[O-])cc3C2=O)cc1,13%
CCOC(=O)C(CCCOc1ccc(C(C)(C)C)cc1)C(=O)OCC,10%
C/C=C/c1ccc(OCCOCCOc2ccc(C(C)C)cc2)c(OC)c1,13%
COc1ccc(Cl)cc1-c1nn(CN2CCCCC2C)c(=S)o1 (stereo not drawn),5%
O=C(CN(c1ccc(Br)cc1)S(=O)(=O)c1ccccc1)NCCOc1ccccc1,12%
COc1ccc(C(=O)N2CCN(Cc3cccc(F)c3)CC2)cc1,0%
COc1ccc(/C=c2\sc3nc(-c4ccccc4)c(-c4ccccc4)n3c2=O)cc1OC,44%
Cc1ccc(C(=O)Nc2ccc(Cc3ccncc3)cc2)cc1[N+](=O)[O-],5%
CC1(C)CC(=NN=C2CC(C)(C)NC(C)(C)C2)CC(C)(C)N1,1%
